# Bioassay records (PubChem BioAssay)
# Mdm2 MdmX PPI: inhibitors of human Mdm2-MdmX association, primary screen, cell-based, luminescence, split luciferase, SaOS-2, uHTS. Protein Mdm4 (Homo sapiens) + E3 ubiquitin-protein ligase Mdm2 (Homo sapiens), …. SaOS-2 split-luciferase Mdm2/MdmX complementation. inhibition, % at 8 µM. actives 3% (n = 330,000). AID 485346, 2010;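 active = inhibition of at least 50% at 8 µM in the primary screen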
# TIM10 inh: growth inhibitors of isogenic TIM10 control yeast, primary screen, counter-screen for tim10-1 yeast inhibitor project, luminescence, uHTS. S. cerevisiae TIM10 strain growth, BacTiter-Glo luminescence, 24 h. inhibition, % at 10 µM. actives 1.4% (n = 330,000). AID 463195, 2010;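 active = inhibition of 40% or more at the single tested concentration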;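 also: wild-type TIM10 isogenic control strain grown at permissive 25 °C; 0% = DMSO yeast wells and 100% = minimal medium wells without yeast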
# tim23-1 inh: growth inhibitors of tim23-1 mutant yeast, primary screen, luminescence, uHTS | S. cerevisiae tim23-1 growth, BacTiter-Glo luminescence, 24 h | inhibition, % at 20 µM | actives 1.3% (n = 330,000);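 active = growth inhibition of the mutant yeast at or above 50%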;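 also: temperature-sensitive mutant grown at 25 °C; plate controls were DMSO-treated mutant yeast for no effect and medium wells lacking yeast for full effect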
# APJ ag: agonists of human apelin receptor APJ, primary screen, CHO-K1 cells, PathHunter beta-arrestin, luminescence; activation, % at 20 µM; 0% DMSO wells, 100% apelin; actives 0.11% (n = 330,000); P35414;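 active = activation more than six SD over the plate average, tested at 20 µM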;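 also: 0% = DMSO alone and 100% = apelin-13 at 10 nM; some results filed as inactive read as strong as hits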
# Target sequence (P35414 whole entry, looked up): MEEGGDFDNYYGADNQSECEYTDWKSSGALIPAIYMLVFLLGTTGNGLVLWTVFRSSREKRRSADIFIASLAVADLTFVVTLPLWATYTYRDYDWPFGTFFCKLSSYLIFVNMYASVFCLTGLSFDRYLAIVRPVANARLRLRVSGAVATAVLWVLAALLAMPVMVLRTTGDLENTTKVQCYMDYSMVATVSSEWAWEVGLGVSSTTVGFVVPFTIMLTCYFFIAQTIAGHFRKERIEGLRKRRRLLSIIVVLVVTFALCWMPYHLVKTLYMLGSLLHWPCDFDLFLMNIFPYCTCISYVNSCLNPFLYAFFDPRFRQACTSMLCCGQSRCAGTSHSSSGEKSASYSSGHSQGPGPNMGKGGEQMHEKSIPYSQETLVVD
#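 Assay system: engineered CHO-K1 APJ arrestin reporter cells; Amount: 1000 CHO-K1 reporter cells seeded per well; Dosing: one dose, 20 µM compound, 1% DMSO; Times: compound stimulation 90 min at 25 °C, detection 60 min; Measured by: luminescent beta-gal fragment complementation, chemiluminescent substrate; Read-out: APJ–arrestin association signal; Controls: DMSO vs Apelin-13 10 nM.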
# CXCR6 inh: CXCR6 receptor inhibitors, primary screen, cell-based, beta-arrestin, luminescence, CHO-K1 PathHunter, 1536-well. actives 0.36% (n = 360,000). inhibition, % at 20 µM; in the data active = inhibition above about 34%, passing the limit was not always enough;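 also: antagonist mode with CXCL16 agonist at 10 nM final; 0% = 10 nM CXCL16 with DMSO and 100% = unstimulated wells without agonist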
# Target sequence (O00574 whole entry, looked up): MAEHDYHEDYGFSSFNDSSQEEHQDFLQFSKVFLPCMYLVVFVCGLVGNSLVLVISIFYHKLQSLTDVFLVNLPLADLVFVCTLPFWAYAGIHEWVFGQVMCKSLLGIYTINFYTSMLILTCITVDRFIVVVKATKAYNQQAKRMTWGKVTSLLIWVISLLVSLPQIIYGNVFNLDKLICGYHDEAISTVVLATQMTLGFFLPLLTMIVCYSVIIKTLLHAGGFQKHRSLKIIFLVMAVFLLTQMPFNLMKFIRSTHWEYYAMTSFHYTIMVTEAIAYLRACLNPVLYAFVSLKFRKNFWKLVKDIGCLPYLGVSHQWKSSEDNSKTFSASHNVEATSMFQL
# APJ antagonist: antagonists of human apelin receptor APJ, primary screen, CHO-K1 cells, beta-arrestin complementation, luminescence | inhibition, % at 20 µM | P35414 | actives 0.32% (n = 330,000);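 active = inhibition above about 40% at 20 µM, limit read from the data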;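 also: cells challenged with 10 nM apelin-13 agonist together with compound; plate controls were apelin-13 plus DMSO wells for no effect and DMSO wells lacking apelin-13 for full effect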
# UPR CHOP act: activators of apoptotic CHOP UPR arm, primary screen, cell-based, CHO-CHOP luciferase reporter, luminescence, uHTS. actives 0.34% (n = 330,000). AID 449763, 2010. activation, % at 10 µM. UPR activation; percent of tunicamycin response over DMSO baseline;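 active = at 10 µM dose, activation of 40% or more, normalized to positive control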;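 also: 100% = tunicamycin at 10 µg/mL and 0% = DMSO alone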
#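 Material: CHO-CHOP cells, stable luciferase reporter of PERK-eIF2a-CHOP signalling; quantity: 500 reporter cells seeded per well; buffer or medium: F12 medium containing 10% fetal bovine serum; compound: one dose, 10 µM in 0.5% DMSO; incubation: 6 h compound treatment, 37 °C; measured by: Steady-Glo luciferase luminescence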
# tim10-1 inh: growth inhibitors of tim10-1 mutant yeast, primary screen, luminescence, uHTS. S. cerevisiae tim10-1 ts strain growth, BacTiter-Glo, 24 h. inhibition, % at 20 µM. actives 2.2% (n = 330,000);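 active = inhibition of at least 40%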;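 also: mutant grown at 25 °C; 0% = DMSO wells with yeast and 100% = wells holding no yeast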
# XBP1 UPR activ: activators of adaptive XBP1 UPR arm, primary screen, cell-based, CHO-XBP1 luciferase reporter, luminescence, uHTS | IRE1-XBP1 UPR activation; percent of tunicamycin response, DMSO as zero | activation, % at 20 µM | actives 0.33% (n = 330,000);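 active = versus positive control, 20 µM dose yields 30% or more activation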;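 also: 100% = tunicamycin at 10 µg/mL and 0% = DMSO only wells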
#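 Assay system: CHO-XBP1 luciferase reporter cells; Schedule: 6 h treatment, 37 °C; Detection: glow luminescence from Steady-Glo reagent; Benchmarks: high control tunicamycin 10 µg/mL final, low control DMSO vehicle only.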
# * = called active by the depositor. A portion of the library; rates above refer to the full screens.
1: CC(=O)c1c[nH]c(C(=O)NCC2CCCO2)c1 (stereo not drawn)
2: Nc1nonc1-n1nnc(C(=O)N/N=C/c2cccc(Cl)c2Cl)c1CN1CCCC1
3: Cc1csc(NC(=O)CSc2nnc(-c3cc(C)on3)o2)n1
4: CC(=O)N1CCC(=O)N(C(C)C)c2ccccc21
5: CC(C)NC(=O)c1cc2c(s1)CCCC2
6: Cc1ccc(S(=O)(=O)NCCSc2ncccn2)cc1
7: COc1ccc(OC)c2c1CC(C)(C)NC2=O
8: O=C(COC(=O)c1ccc([N+](=O)[O-])o1)c1ccccc1

Screen / compound no.,1,2,3,4,5,6,7,8
tim10-1 inh,1,-15,0,4,21,-1,8,26
APJ antagonist,14,12,9,-2,-5,-10,-55,-11
TIM10 inh,7,11,3,-10,-20,-13,5,5
tim23-1 inh,1,-5,-4,16,22,2,8,27
XBP1 UPR activ,0,26,-2,0,5,-5,0,-1
APJ ag,0,1,-2,-2,-1,-1,-4,-6
UPR CHOP act,-0.5,4.2,-1.0,-3.9,2.0,0.5,-0.4,1.4
CXCR6 inh,-8,4,-4,-7,-6,-6,-4,-2
Mdm2 MdmX PPI,-7,11,-47,-1,-4,22,11,11

9: COc1ccc(C(CNC(=O)c2ccc(NS(=O)(=O)c3ccccc3)cc2)N2CCOCC2)cc1 (stereo not drawn)
10: OCCCN1c2ccccc2Nc2nnc(-c3ccccc3)cc21
11: Fc1ccc(CSc2ccc3nnc(-c4cccnc4)n3n2)cc1
12: OCCCNCc1ccc(-c2ccccc2)cc1
13: O=C(COc1ccc(Cl)cc1)NN=C1CCCCCCC1
14: CN(C(=O)C12CC3CC(CC(C3)C1)C2)C1(C)CCS(=O)(=O)C1 (stereo not drawn)
15: COCCn1nnnc1C(c1ccc(OC)cc1OC)N1CCN(c2ccccc2)CC1 (stereo not drawn)
16: COc1ccc(-c2nn(CCC(=O)O)cc2/C=C/C(=O)O)cc1[N+](=O)[O-]

Screen / compound no.,9,10,11,12,13,14,15,16
tim10-1 inh,-7,-10,35,11,2,11,29,10
APJ antagonist,24,-11,-3,13,2,2,-2,11
TIM10 inh,4,-3,13,-5,-6,4,11,3
tim23-1 inh,8,-7,-30,-11,7,4,24,3
XBP1 UPR activ,0,2,0,-2,0,-1,-3,-3
APJ ag,1,-2,-1,-1,0,-2,2,-3
UPR CHOP act,1.8,3.9,0.8,2.5,-0.6,-5.4,-3.3,-0.8
CXCR6 inh,-5,-13,0,-3,-1,2,5,-2
Mdm2 MdmX PPI,-9,-162,38,10,21,20,7,-12

17: O=C(CO/N=C/c1ccccc1OC(F)F)N1CCc2ccccc21
18: COc1ccc(N(Cc2nnc3n2CCCCC3)C(=O)Nc2ccccc2)cc1
19: NC(=O)C[C@@H]1N[C@]2(C(=O)Nc3ccccc32)[C@@H]2C(=O)N(C3CCCCC3)C(=O)[C@H]12
20: O=C(CSc1ccc([N+](=O)[O-])cc1)Nc1nnc(C2CC2)s1
21: CN(C)c1ccc(CN(C(=O)COc2ccc(Br)cc2)C2CCS(=O)(=O)C2)cc1 (stereo not drawn)
22: Cc1ccc(N2C(=O)C(CN3CCOCC3)C2c2ccccc2)cc1 (stereo not drawn)
23: Cc1cccc(C(=O)Nc2nccs2)c1[N+](=O)[O-]
24: CC(C)CN1CCC(=O)N([C@H](COc2ccccc2)c2ccccc2)CC1

Screen / compound no.,17,18,19,20,21,22,23,24
tim10-1 inh,5,0,3,6,16,29,6,13
APJ antagonist,12,-4,-5,-6,-6,17,18,14
TIM10 inh,2,-9,3,-9,3,11,-14,8
tim23-1 inh,5,-1,4,8,-1,27,12,11
XBP1 UPR activ,3,1,0,-3,1,4,0,-2
APJ ag,-3,-2,-2,-3,2,-5,-1,-1
UPR CHOP act,0.3,-1.1,-0.7,0.8,2.3,-0.5,1.4,1.5
CXCR6 inh,-2,-7,2,-4,2,6,1,-3
Mdm2 MdmX PPI,-39,9,-8,34,10,7,1,13

# Part of the list above, set out differently:
nr	molecule	tim10-1 inh	APJ antagonist	TIM10 inh	tim23-1 inh	XBP1 UPR activ	APJ ag	UPR CHOP act	CXCR6 inh	Mdm2 MdmX PPI
24	CC(C)CN1CCC(=O)N([C@H](COc2ccccc2)c2ccccc2)CC1	13	14	8	11	-2	-1	1.5	-3	13
19	NC(=O)C[C@@H]1N[C@]2(C(=O)Nc3ccccc32)[C@@H]2C(=O)N(C3CCCCC3)C(=O)[C@H]12	3	-5	3	4	0	-2	-0.7	2	-8
17	O=C(CO/N=C/c1ccccc1OC(F)F)N1CCc2ccccc21	5	12	2	5	3	-3	0.3	-2	-39
23	Cc1cccc(C(=O)Nc2nccs2)c1[N+](=O)[O-]	6	18	-14	12	0	-1	1.4	1	1

# Additional records follow.
25: CC(C)CCNC(=O)COC(=O)c1cc(Br)c(Br)s1
26: COc1ccc(NC(=O)c2sccc2OS(=O)(=O)N(C)C)cc1
27: Cc1cccc(NC(=O)C2CCN(S(=O)(=O)c3c(C)noc3C)CC2)c1
28: O=C(c1ccco1)N1CCN(C(=S)Nc2ccccc2C(F)(F)F)CC1
29: CCCCCCCc1c(O)nc(SCC(=O)O)[nH]c1=O
30: CC(=O)Nc1ccc(NC(=O)COc2ccc([N+](=O)[O-])cc2)cc1
31: COc1ccc(/C=C2\SC(=N)N(c3ccc(F)cc3)C2=O)cc1OC
32: Cc1cccc(N2CCN(C(=O)c3cnn4c(C(F)F)cc(-c5ccccc5)nc34)CC2)c1C

Screen / compound no.,25,26,27,28,29,30,31,32
tim10-1 inh,15,5,4,7,10,5,25,-17
APJ antagonist,17,-8,26,19,5,-11,-1,6
TIM10 inh,18,3,1,11,-14,2,2,0
tim23-1 inh,10,8,0,5,5,-1,18,-5
XBP1 UPR activ,0,0,-4,-4,-4,-1,5,4
APJ ag,0,-3,-1,-1,-1,-4,0,-3
UPR CHOP act,-1.0,0.3,-0.7,1.3,-0.1,-0.9,-1.5,2.3
CXCR6 inh,4,1,6,-3,0,4,-8,8
Mdm2 MdmX PPI,2,16,18,24,-18,-24,22,39

33: Nc1c(Cl)ncnc1N1CCN(c2ncnc(Cl)c2N)CC1
34: CCc1cc(C(=O)c2ccc(Br)cc2)c(NC(=O)CN(CC)CC)s1
35: O=C(CSc1nnc(CNC(=O)C23CC4CC(CC(C4)C2)C3)n1-c1ccc(F)cc1)Nc1ccc(F)cc1
36: CSCCC(NC(=O)c1ccco1)C(=O)Nc1ccc(C)c(S(=O)(=O)N2CCOCC2)c1 (stereo not drawn)
37: COc1ccc(N2CCN(S(=O)(=O)c3ccc(Br)s3)CC2)cc1
38: Cc1cc(Cl)ccc1OCC(=O)N(Cc1ccco1)C1CCS(=O)(=O)C1 (stereo not drawn)
39: CCN(CC(=O)Nc1c(F)cccc1F)C(=O)CSc1nnc(-c2ccco2)n1CC
40: Cc1c(Cl)cccc1S(=O)(=O)N1CCC(C(=O)NNC(=O)C2CC2)CC1

Screen / compound no.,33,34,35,36,37,38,39,40
tim10-1 inh,2,0,6,-22,14,4,-19,-10
APJ antagonist,23,-9,-5,16,-2,19,21,1
TIM10 inh,9,4,6,3,2,8,25,-4
tim23-1 inh,7,36,-1,-5,9,-16,-7,3
XBP1 UPR activ,-2,-5,-4,-1,-3,1,3,1
APJ ag,0,-3,-2,0,1,-5,-1,-2
UPR CHOP act,-2.1,4.9,0.5,2.0,-2.2,-1.2,2.2,-3.0
CXCR6 inh,1,2,-4,-6,0,-2,1,-3
Mdm2 MdmX PPI,-27,20,19,-6,11,12,23,-6

41: N#CC1=C(N)OC2=C(CC/C2=C\c2ccccc2Cl)C1c1ccccc1Cl (stereo not drawn)
42: O=C(CN1CCN(C(=O)c2ccc(OCc3cn4ccccc4n3)cc2)CC1)Nc1cccc(F)c1
43: CCCOc1ccc(CNC(=O)C2CCN(c3nn4c(=O)cc(C)nc4s3)CC2)cc1
44: COc1ccc(NS(=O)(=O)c2ccc(-c3coc(C)n3)cc2)c(OC)c1
45: CCCCn1c(/N=C/c2c[nH]c3ccccc23)nc2ccccc21
46: COC(=O)Cc1csc(Nc2ccccc2)n1
47: COc1ccc(NS(=O)(=O)c2cccc(C(=O)N/N=C(\C)c3ccc(-n4ccnc4)cc3)c2)cc1
48: CCCNC(=O)C1CNc2ccccc2O1 (stereo not drawn)

Screen / compound no.,41,42,43,44,45,46,47,48
tim10-1 inh,38,0,17,23,41*,3,-6,19
APJ antagonist,-3,5,-8,-47,-3,9,-13,-5
TIM10 inh,29,1,5,13,2,10,-6,3
tim23-1 inh,11,0,11,25,33,0,-13,16
XBP1 UPR activ,3,-1,-2,3,-2,1,0,-2
APJ ag,-7,-1,-2,-1,0,-4,-2,2
UPR CHOP act,1.5,-0.2,1.1,2.6,0.2,4.7,-2.3,-3.9
CXCR6 inh,6,-6,0,-17,-1,-3,-5,-5
Mdm2 MdmX PPI,66*,5,22,17,14,-4,8,14

# Complete entries, quoted from the list. Order of values: tim10-1 inh | APJ antagonist | TIM10 inh | tim23-1 inh | XBP1 UPR activ | APJ ag | UPR CHOP act | CXCR6 inh | Mdm2 MdmX PPI
# Results for CCCNC(=O)C1CNc2ccccc2O1 (stereo not drawn) = 19 | -5 | 3 | 16 | -2 | 2 | -3.9 | -5 | 14
# Results for COC(=O)Cc1csc(Nc2ccccc2)n1 = 3 | 9 | 10 | 0 | 1 | -4 | 4.7 | -3 | -4

# Other records follow.
49: COc1cccc(-c2ccc(=O)n(CC(=O)Nc3cc4c(cc3NC(C)=O)OCCO4)n2)c1
50: Cc1sc2ncn(-n3c(C)ccc3C)c(=O)c2c1C
51: Cc1cccc(OCCC(=O)Nc2ccc(Cl)cc2F)c1
52: CCOC(=O)CNC(=O)c1cc(-c2ccc3c(c2)OCCO3)oc1C
53: Cc1ccc(S(=O)(=O)C2(C(=O)NC3CCCCC3)CC2)cc1
54: CCOC(=O)CC1C(=O)NCCN1Cc1ccc(OC)c(OC)c1 (stereo not drawn)
55: COc1ccc(CN2CCN(C(=O)c3cccs3)CC2)cc1
56: O=C(CN1CCN(c2ccccc2O)CC1)Nc1ccc(S(=O)(=O)N2CCCCCC2)cc1

Screen / compound no.,49,50,51,52,53,54,55,56
tim10-1 inh,14,13,-8,17,6,6,0,3
APJ antagonist,19,0,12,6,14,4,-17,11
TIM10 inh,12,-7,-5,17,14,-15,-14,-5
tim23-1 inh,16,4,20,9,15,5,0,20
XBP1 UPR activ,-2,-5,-4,1,-6,-2,-3,-1
APJ ag,-1,-4,-4,-2,-5,-1,0,8
UPR CHOP act,-1.3,0.5,1.2,4.5,-2.6,-1.9,-1.7,-2.0
CXCR6 inh,-2,8,-4,3,1,4,2,-6
Mdm2 MdmX PPI,14,-7,27,-34,-17,9,-3,8
